AI-2 QS modul: modulates the Vibrio harveyi AI-2 quorum sensing system; 300,000 compounds, 0.4% hits; activity change, % at 7.5 µM; Vibrio harveyi JMH597 AI-2 luminescence/OD600 ratio, 9 h; stronger effect = lower value; strain lacks LuxN and CqsS sensors; 0 = neutral-control median; in the data active = activity change below about -75%, passing the limit was not always enough;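 note: luminescence divided by OD600 gain over 9 h not by final OD600 alone; inactives centre near 13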
HSF-1 act: increases HSF-1 driven luciferase reporter signal | NIH3T3-HGL HSF-1 luciferase reporter, MG132, 8 h; 100% = twice DMSO control signal | activation, % at 9 µM | 300,000 compounds, 1.7% hits;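 active = mean replicate activation of at least 50% with a set share of replicates each reaching 50%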;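 note: 0% = median of the neutral control wells and 100% = twice that signal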
SKKanGAS inh: inhibitors of SKKanGAS S. pyogenes growth in kanamycin (SK-promoter or general growth effect). BacTiter-Glo, 6 h. inhibition, % at 7.5 µM. 300,000 compounds, 1.3% hits. AID 1662;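 active = mean replicate score, as percent of positive control median, at least 50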;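 note: strain carries kanamycin resistance gene driven by streptokinase promoter and grows in 40 µg/ml kanamycin; loss of luminescence reflects streptokinase promoter inhibition or plain growth inhibition; 0% = median of DMSO wells and 100% = positive control at its reference dose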
HIF activator: HIF pathway transcriptional activation. U2OS HRE-luciferase reporter, luminescence; normalized: DMSO 0%, desferrioxamine 100%. activation, % at 7.5 µM (by protocol). 300,000 compounds, 0.32% hits;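 active = mean activation of at least 10% of the iron chelator positive control signal, with at least half of replicates also reaching 10%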
HSF1 inh: HSF1 inhibition; NIH3T3-HGL HSE-luciferase, MG132-induced, luminescence 8 h; stronger effect = lower value; activity change, negative = inhibition, % at 7.5 µM (by protocol); 300,000 compounds, 0.77% hits; AID 2098;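 active = more than half of replicate wells show activity change below -50%, luminescence cut by over half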;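 note: luciferase reports HSF-1 transcriptional activity via heat shock element; 0% = median of DMSO wells and -100% = zero luminescence signal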
HSP90 refold inh: blocks HSP90-mediated luciferase refolding in reticulocyte lysate | 290,000 compounds, 0.91% hits | Rabbit reticulocyte lysate, luciferase refolding luminescence, 3 h | inhibition, % at 5.6 µM | AID 1789;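 active = inhibition above the screen-wide mean plus 3 SD, computed separately per campaign, cut at about 16% in these data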;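 note: 0% = DMSO wells and 100% = 60 µM geldanamycin wells; inhibitors lower the luminescence because luciferase stays unfolded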
Platelet DG rel: modulates dense granule release in human platelets. 300,000 compounds, 0.22% hits. inhibition, %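 (compounds screened at 7.5 µM in platelet-rich plasma)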. human platelet-rich plasma, SFLLRN dense granule ATP release, luminescence;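 active = mean replicate score, as percent of positive control, at or above 50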
KLF5 inhibitor: inhibitors of KLF5 expression | DLD-1 KLF5 promoter-luciferase reporter, luminescence | inhibition, % at 5 µM | 290,000 compounds, 0.23% hits;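 active = inhibition above a per-plate limit of that plate's mean compound inhibition plus 3 SD, cut at about 60% in these data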;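 note: 0% = DMSO wells and 100% = LY294002 at 200 µM; higher means less KLF5 promoter-driven luciferase light; inactives centre near -14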
aSyn 5UTR inh: 5' untranslated region of α-synuclein, MLPCN primary screen; AID 1813; 300,000 compounds, 0.82% hits; alpha-synuclein 5'UTR reporter, inhibitor activity; inhibition, % (tested at 7.5 µM); in the data active = inhibition above about 60%;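 note: H4 neuroglioblastoma cells stably carrying SNCA 5'UTR luciferase fusion; 0% = DMSO wells and 100% = positive control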
IEC-6 cytotox: kills IEC-6 intestinal cells in KLF5 counter-screen. IEC-6 cytotoxicity, luminescence viability. inhibition, % at 5 µM. 290,000 compounds, 0.78% hits; in the data active = inhibition above about 22%;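 note: 0% = plate median of test compound wells and 100% = cytotoxic reference compound wells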
The depositor's hits bear a star; x = no result given.

SMILES	AI-2 QS modul	HSF-1 act	SKKanGAS inh	HIF activator	HSF1 inh	HSP90 refold inh	Platelet DG rel	KLF5 inhibitor	aSyn 5UTR inh	IEC-6 cytotox
O=C(Nc1ccc(Cc2ccncc2)cc1)c1ccc(Br)o1	-81*	7	-10	0.7	6	1	-13	-12	-35	4
CC(=O)N1CCN(S(=O)(=O)c2ccc(S(=O)(=O)N3CCCC(C)C3)cc2)CC1 (centres undefined)	26	-12	2	-1.6	-6	4	0	-10	-2	-1
CC(C)(C)C1CCC(C(=O)OCC(=O)N2CCN(C(=O)c3ccco3)CC2)CC1 (centres undefined)	16	2	-1	0.2	2	1	2	-26	2	2
CCCc1oc(C(=O)O)cc1CN1CCCC1	36	0	-2	0.0	3	4	-1	5	4	-3
Cn1c(=O)c2c(nc(NCCO)n2CCCc2ccccc2)n(C)c1=O	5	-9	7	1.0	-5	4	-4	-27	1	2
CCNC(=O)COc1ccc(Br)cc1Cl	34	16	-7	2.6	1	-2	-2	-61	-61	-2
Cc1cccc(OCC(=O)NNc2c3ccccc3nc3ccccc23)c1	19	11	7	0.2	-5	-2	1	-10	6	10
CCOC(=O)C1C(c2cccs2)NC(=O)N(C)C1(O)C(F)(F)F (centres undefined)	6	13	5	0.5	2	3	19	-25	-41	0
Cc1[nH]c(-c2ccc(F)cc2)cc1C(=O)N1CCN(c2ccc(Cl)cc2)CC1	23	43	54*	1.0	20	4	7	-2	19	7
CCCOc1cccc(C(=O)NCCNC(=O)c2cnccn2)c1	10	40	-3	0.2	3	-1	5	-13	28	-5
Cc1nn(-c2ccc(C(=O)Nc3nnc(C4CC4)s3)cc2)c(C)c1Cl	13	7	11	-0.5	0	0	-2	-25	25	-2
N#Cc1c(Cl)c(Cl)c2nnc(-c3ccc(Br)cc3)n2c1Cl	23	17	13	-0.4	0	5	3	-3	-27	7
COc1ccc(NC(=O)c2cc(Cl)ccc2NC(=O)c2ccco2)c(OC)c1	39	13	5	-29	7	0	-4	-15	20	2
CCOC(=O)N1CCN(C(=S)Nc2ccc(C)c(C)c2)CC1	14	1	0	0.0	-7	-5	0	-20	-4	-5
Cc1cc2oc(=O)cc(CN3CCCc4ccccc43)c2cc1C	18	-1	10	-0.1	4	1	0	-6	24	-6
CNc1nc(Nc2ccc(Br)cc2)nc(N)c1[N+](=O)[O-]	15	34	32	1.7	6	0	1	-4	8	4
Cc1ccc(CCN2CC(C(=O)N3CCN(c4ccc(F)cc4)CC3)CC2=O)cc1 (centres undefined)	28	4	3	0.0	-5	-2	17	5	19	-7
Brc1ccc(-c2csc3[n+]2CCCCC3)cc1	22	-1	-7	0.4	-4	1	8	-25	23	0
COC(=O)C1=C(C)NC(=O)NC1c1ccccc1Cl (centres undefined)	26	0	4	-8.2	-1	-5	-14	6	-2	-4
COc1ccc(S(=O)(=O)N2CCCC(C(=O)O)C2)cc1 (centres undefined)	8	0	10	-0.2	-7	-4	7	-10	3	-4
CCC(=O)N(CCc1ccc(S(N)(=O)=O)cc1)C1CC(=O)N(c2ccc(OC)cc2)C1=O (centres undefined)	32	-8	1	0.5	-7	4	6	-4	27	-2
COc1ccc(C(=O)CSc2nnc(C3CCCCC3)n2N)c(OC)c1	16	16	4	-0.4	-4	5	-8	-13	12	-5
CC(=O)N[C@H](Cc1c[nH]c2ccccc12)C(=O)O	-1	-18	0	-0.2	-3	x	-7	x	8	x
O=C(CN1CCCc2ccccc21)NCCc1ccc(Cl)cc1	3	19	8	-1.0	-8	0	1	-25	-12	4
CC(=O)Oc1cc2oc(=O)c3c(c2cc1Cl)CCC3	42	-8	-3	-0.4	-10	5	-3	-17	-17	1
CC(=O)C1=C(O)C(=O)N(c2cccc(Br)c2)C1c1ccccc1Cl (centres undefined)	x	-5	7	-4.9	-5	1	20	-45	5	-5
COC(=O)Cn1cnc2c(C#N)c3n(c2c1=O)CCCCC3	-1	11	4	0.0	9	1	1	-8	3	2
CCN(CC)S(=O)(=O)c1ccc(Oc2ccc(S(=O)(=O)N(CC)CC)cc2)cc1	36	13	7	0.6	5	0	0	-18	14	-1
O=c1c2c3c(sc2nc2n1CCCC2)CCCCC3	49	4	0	1.7	3	-1	-22	-71	-105	0
CC(=O)c1c(C)[nH]c(C(=O)OCC(=O)Nc2cccc(S(=O)(=O)N(C)C)c2)c1C	9	-3	3	0.0	-4	-3	7	-3	-8	9
Cc1ccc(NC(=O)CCc2nnc3ccc(N4CCC5(CC4)OCCO5)nn23)nc1	27	5	-6	0.4	-6	-6	-2	-27	-16	-6
O=C(c1cc(=O)[nH]c2ccccc12)N1CC=C(c2ccccc2)CC1	7	3	5	0.2	-3	x	7	x	10	x
N#CCCn1cc(/C=C2\NC(=S)N(c3ccccc3)C2=O)c(-c2ccc(-c3ccccc3)cc2)n1	10	-3	9	-0.2	4	0	9	-46	9	0
O=C(COc1ccc(Br)cc1)N1CCN(c2ccccc2)CC1	10	4	2	-0.5	4	-2	3	-29	-1	0
CCn1c(COC(=O)CNC(=O)c2cc(OC)c(OC)c(OC)c2)nc2cc(S(=O)(=O)N(C)C)ccc21	4	13	31	-0.6	-3	x	4	x	4	x
COCc1cc(C)c(C#N)c(=S)[nH]1	15	11	6	-0.1	5	0	1	-20	-19	-5
COc1cccc(CN2CCN(S(=O)(=O)c3ccc(Br)cc3)CC2)c1	5	1	-17	0.4	-5	4	-6	4	-9	8
CCOc1ccc(C(CCc2ccccc2)NC(=O)c2ccccc2OC)cc1OCC (centres undefined)	1	29	10	-0.7	15	0	-5	-36	15	-1
O=C(N/N=C/c1cccc(C(F)(F)F)c1)C1CCN(c2ncc(C(F)(F)F)cc2Cl)CC1	18	5	-5	-0.2	-1	1	8	5	3	0
C=CCN(C(=O)CCC(=O)Nc1cc(C)on1)C(C(=O)NC(C)(C)C)c1ccc(OC)cc1 (centres undefined)	-4	8	2	0.5	-1	-3	6	-11	-8	13
Cc1ccc(S(=O)(=O)NC(CC(=O)O)c2ccccc2)c(C)c1 (centres undefined)	20	1	5	0.0	5	4	8	-6	33	3
CC(=O)Nc1nc(C)c(Oc2ccc(C)cc2)c(=O)[nH]1	37	-5	-5	0.4	-1	-1	3	-4	2	2
Cc1cccc(-n2cc(-c3ccc([N+](=O)[O-])cc3)[nH]c2=S)c1	-3	71*	0	3.1	28	1	-5	-27	-80	4
O=C(COC(=O)/C=C/c1cccc([N+](=O)[O-])c1)NCc1ccc2c(c1)OCO2	13	-3	-9	0.8	-1	8	-4	-20	19	-5
C/C(=N/NC(=O)c1ccc(C)nc1)c1ccc2c(c1)CCCC2	12	-14	-5	0.7	3	3	-6	-6	6	7
CCN1C(=O)[C@@H]2Cc3c([nH]c4ccccc34)C(c3ccc(OC)cc3)N2C1=S (some centres undefined)	-3	9	10	0.3	7	3	-3	-3	27	2
CCOC(=O)c1c(C)nc2sc3c(=O)n(-c4ccc(C)cc4)cnc3c2c1-c1ccc(OC)cc1	21	-6	12	-0.1	-10	-1	8	-8	30	-8
CN1C(=O)/C(=C/c2ccc(OCc3ccccc3F)cc2)NC1=S	24	0	-2	-0.3	-1	-2	-6	-47	-12	0

Single values from the list:
HSF-1 act result of `C=CCN(C(=O)CCC(=O)Nc1cc(C)on1)C(C(=O)NC(C)(C)C)c1ccc(OC)cc1` (centres undefined) = 8
KLF5 inhibitor result of `O=C(N/N=C/c1cccc(C(F)(F)F)c1)C1CCN(c2ncc(C(F)(F)F)cc2Cl)CC1` = 5
aSyn 5UTR inh result of `COc1cccc(CN2CCN(S(=O)(=O)c3ccc(Br)cc3)CC2)c1` = -9
HIF activator result of `Cc1cccc(-n2cc(-c3ccc([N+](=O)[O-])cc3)[nH]c2=S)c1` = 3.1
HSF-1 act result of `CC(=O)Nc1nc(C)c(Oc2ccc(C)cc2)c(=O)[nH]1` = -5
IEC-6 cytotox result of `Cc1ccc(S(=O)(=O)NC(CC(=O)O)c2ccccc2)c(C)c1` (centres undefined) = 3
aSyn 5UTR inh result of `O=C(COC(=O)/C=C/c1cccc([N+](=O)[O-])c1)NCc1ccc2c(c1)OCO2` = 19

Next entries
SMILES	AI-2 QS modul	HSF-1 act	SKKanGAS inh	HIF activator	HSF1 inh	HSP90 refold inh	Platelet DG rel	KLF5 inhibitor	aSyn 5UTR inh	IEC-6 cytotox
O=C(NCC(c1ccco1)N1CCCCC1)c1ccc(S(=O)(=O)Nc2ccccc2)cc1 (centres undefined)	16	3	-9	-0.4	-1	x	-21	x	1	x
O=C(NNC(=S)Nc1ccc(F)cc1)[C@H]1C[C@@H]1c1ccccc1	-12	4	-4	0.4	4	-3	-20	-4	-3	2
Cc1nn(CC(O)c2ccccc2)c(C)c1Br (centres undefined)	16	29	2	0.1	20	-7	-5	-57	-40	-4
COc1ccc(CC(=O)N(Cc2ccccc2)c2ccc(C)cc2)cc1OC	45	22	2	0.7	13	-3	-8	-4	-11	1
CCOC(=O)CSc1nnc(-c2ccccc2NC(=O)c2ccccc2)o1	10	3	-2	0.0	-11	-1	1	-39	19	-1
Cc1ccc(-c2nnc(SCC(=O)n3c4c(c5ccccc53)CCCC4)o2)cc1	-4	-31	-3	-0.1	-13	1	-1	-22	-1	-3
C=CCn1c(COc2ccc(CC)cc2)nnc1SCC(=O)NC1CCS(=O)(=O)C1 (centres undefined)	-1	10	-1	0.1	7	4	-4	-53	3	-3
COc1ccc(S(=O)(=O)N(C(=O)c2ccco2)c2cc3sc(=O)oc3c3ccccc23)cc1	1	-14	21	-0.1	2	-1	0	-10	18	-2
O=C(N/N=C/c1c[nH]c2ccccc12)c1cc(-c2ccccc2)n[nH]1	-34	x	7	0.8	x	-1	-4	-27	-72	4
Cc1ccc(-n2ncc(C(=O)N3CCN(C(=O)c4ccco4)CC3)c2-n2cccc2)cc1	4	11	1	-1.4	0	-3	5	-4	38	-4

Arranged by value in KLF5 inhibitor (ascending): 3 of the compounds above
Molecule,KLF5 inhibitor
CCOC(=O)CSc1nnc(-c2ccccc2NC(=O)c2ccccc2)o1,-39
Cc1ccc(-c2nnc(SCC(=O)n3c4c(c5ccccc53)CCCC4)o2)cc1,-22
Cc1ccc(-n2ncc(C(=O)N3CCN(C(=O)c4ccco4)CC3)c2-n2cccc2)cc1,-4

Screens deposited in PubChem BioAssay by several laboratories.
